Screening data from PubChem.
RGS4 inhibitor: blocks human RGS4-accelerated GTP hydrolysis | 390,000 tested, 0.039% active | AID 504845 | Potency, µM (series often up to 114 µM), for the others: at the top dose activity change, negative = inhibition, usual class: inhibitors | Transcreener GDP fluorescence polarization, RGS4-accelerated GTP hydrolysis; note: potency is the fitted concentration of half-maximal effect; % is set by controls: 0 for no effect and ±100 for the full control effect; nearly all actives have a fitted effect of over 75% in size; some results filed as inactive show a strong effect at the top dose
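MLSMR compounds (23 nl, pin-transferred) preincubated 10 min at room temperature with a 500nM (2x) first reagent, then RGS4 at 900nM (2x) plus Transcreener GDP mix added; fluorescence polarization (620/688 nm) read before and after 90 min at 30 °C.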
Vif-APOBEC3G blk: Vif-A3G binding inhibition; Q9HC16; HeLa A3G-eYFP + Vif (tagged APOBEC3G with the HIV-1 protein that degrades it), YFP fluorescence, overnight; Potency, µM (series often up to 46.1 µM), for inactives: at the highest dose activity, negative = active, usual class: inhibitors; 410,000 tested, 0.076% active;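 note: potency is the fitted concentration of half-maximal effect; % is set by controls: 0 for no effect and ±100 for the full control effect; nearly all actives have a fitted effect of over 60% in size; hits raise eYFP signal because A3G escapes Vif-driven loss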
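Read-out is eYFP fluorescence (Ex 488/Em 500-530) from Vif-expressing HeLa A3G-eYFP cells; more signal means A3G escaped Vif-mediated degradation. Cells plated overnight, compound pinned in, incubated overnight at 37 deg C.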
TrxR1 inh: rat TrxR1 inhibition. 390,000 tested, 1% active. O89049. recombinant rTrxR1, NADPH fluorescence consumption, selenite substrate. Potency, µM (titrated, usually from 114 µM), inactives show at the highest dose activity change, negative = inhibition, usual class: inhibitors; note: potency is the fitted concentration of half-maximal effect; % is set by controls: 0 for no effect and ±100 for the full control effect; nearly all actives have a fitted effect of over 65% in size
Target sequence (O89049 whole entry, looked up): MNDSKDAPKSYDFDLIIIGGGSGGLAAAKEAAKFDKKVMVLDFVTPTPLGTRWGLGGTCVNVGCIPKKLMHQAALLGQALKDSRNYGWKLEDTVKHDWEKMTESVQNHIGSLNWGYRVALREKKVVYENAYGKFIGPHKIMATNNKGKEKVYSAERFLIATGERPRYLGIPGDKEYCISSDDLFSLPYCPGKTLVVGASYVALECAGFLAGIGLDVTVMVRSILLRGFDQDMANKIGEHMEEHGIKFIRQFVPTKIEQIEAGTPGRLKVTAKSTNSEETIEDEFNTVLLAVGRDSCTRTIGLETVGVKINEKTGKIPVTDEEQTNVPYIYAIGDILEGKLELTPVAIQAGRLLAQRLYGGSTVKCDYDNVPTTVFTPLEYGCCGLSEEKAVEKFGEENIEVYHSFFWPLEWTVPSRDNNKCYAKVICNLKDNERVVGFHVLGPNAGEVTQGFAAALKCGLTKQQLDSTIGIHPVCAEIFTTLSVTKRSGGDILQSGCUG
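Rat TrxR1 (90 nM in the dispensed reagent) was pre-reduced with 400 uM NADPH for 5 min at room temperature, then incubated with compound for 15 min. After 400 uM selenite was added, NADPH fluorescence (Ex 340/Em 450 nm) was followed for 8 min.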
TrxR1 substrate: is turned over as a substrate by rat TrxR1; O89049; purified TrxR1 substrate turnover, NADPH consumption readout; Potency, µM (doses to about 114 µM), without a hit: at the highest dose activity change, negative = substrate turnover; 390,000 tested, 0.01% active; note: potency is the fitted concentration of half-maximal effect; % is set by controls: 0 for no effect and ±100 for the full control effect; nearly all actives have a fitted effect of over 50% in size
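Rat TrxR1, dispensed at 90 nM, was prereduced with 400 uM NADPH (final) for 5 min at ~22 deg C, then incubated with compound 15 min before 400 uM selenite. A first-read NADPH fluorescence drop versus no-compound background flagged substrates.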
LDHA block: LDHA (human) enzyme inhibition; purified LDHA, NADH/diaphorase-resazurin fluorescence; hits give low values; activity change, % (values are at about 110 or 230 µM); 480,000 tested, 0.15% active; AID 1347041; in the data active = activity change below about -30%; inconclusive = mostly about -25% to -30%;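 note: plate controls were DMSO wells for no effect and wells without enzyme for full effect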
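LDH5 2 nM; NADH 0.06 mM, pyruvate 0.2 mM; 200 mM Tris pH 7.4, EDTA, Tween-20; 5 min RT. Detection: diaphorase 0.133 mg/mL + resazurin 37 µM, fluorescence ex540/em590 at 0 and 20 min; normalized to enzyme-free and DMSO wells.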
Glioma ERSR ind: ER stress response induction in glioma | U87-MG GRP78 promoter luciferase reporter, 16 h | Potency, µM, for the others: top-dose activation, most hits filed as activators | 420,000 tested, 0.02% active | AID 602332; note: potency is the fitted concentration of half-maximal effect; series mostly up to about 76 µM; % of control where 0% means no effect; nearly all actives have a fitted effect of over 35% in size
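Stably transfected U87-MG human glioma cells carrying a GRP78-based luminescent sensor were seeded at 1000 cells/well, pin-dosed with compounds and incubated 16 h. Luciferase reagent was then added, and end-point luminescence was read after 10 min at room temperature.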
USP1 inh: inhibitors of human USP1/UAF1 deubiquitinase. O94782. recombinant USP1/UAF1, Ub-Rhodamine cleavage fluorescence. Potency, µM (doses to about 57.1 µM), for the others: at the top dose activity change, negative = inhibition, hits mostly inhibitors. 390,000 tested, 0.23% active. AID 743255; note: potency is the fitted concentration of half-maximal effect; % is set by controls: 0 for no effect and ±100 for the full control effect; nearly all actives have a fitted effect of over 60% in size; inactives centre near -12
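USP1/UAF1 complex at 1 nM was preincubated with compound for 15 min at room temperature, then Ub-Rho substrate (150nM final) was added. Fluorescence (480/540 nm) was read kinetically, 6 reads every 60 seconds.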
Vif-APOBEC3F blk: blocks the Vif interaction with APOBEC3F. HeLa A3F-eYFP + Vif (tagged APOBEC3F with the HIV-1 protein that degrades it), YFP fluorescence increase. AID 602313. Potency, µM (highest dose often 46.1 µM), for inactives: top-dose activity, negative = active. 390,000 tested, 0.2% active; note: potency is the fitted concentration of half-maximal effect; % of control where 0% means no effect; nearly all actives have a fitted effect of over 65% in size
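HeLa cells stably expressing A3F-eYFP plus Vif, plated and incubated overnight at 37 deg C, then exposed to compounds overnight at 37 deg C. Blocked degradation read as raised yellow fluorescence (Ex 488/Em 500-530).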
IDH1 R132H inh: blocks human mutant IDH1 R132H enzyme; IDH1-R132H enzyme, NADPH consumption, diaphorase/resazurin fluorescence; 390,000 tested, 0.093% active; O75874; Potency, µM (titrated, usually from 76.6 µM), without a hit: at the highest dose activity change, negative = inhibition, actives largely listed as inhibitors; note: potency is the fitted concentration of half-maximal effect; % is set by controls: 0 for no effect and ±100 for the full control effect; nearly all actives have a fitted effect of over 65% in size
Target sequence (O75874 whole entry R132H, stated change not applied): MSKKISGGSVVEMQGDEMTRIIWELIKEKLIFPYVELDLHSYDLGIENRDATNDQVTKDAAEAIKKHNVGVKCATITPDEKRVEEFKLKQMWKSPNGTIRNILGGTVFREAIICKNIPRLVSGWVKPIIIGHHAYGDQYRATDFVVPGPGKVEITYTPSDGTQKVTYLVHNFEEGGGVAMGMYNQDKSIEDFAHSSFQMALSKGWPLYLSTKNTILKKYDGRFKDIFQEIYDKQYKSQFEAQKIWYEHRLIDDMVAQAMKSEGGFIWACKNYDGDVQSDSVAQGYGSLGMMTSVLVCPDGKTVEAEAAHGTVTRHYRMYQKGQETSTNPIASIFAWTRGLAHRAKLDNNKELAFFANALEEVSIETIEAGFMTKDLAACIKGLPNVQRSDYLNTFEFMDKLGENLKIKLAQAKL
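IDH1-R132H (0.5 ug/mL dispensed) in pH 7.5 Tris buffer was preincubated 30 min with compound, then given a substrate mix of 0.016 mM NADPH and 2 mM alpha-KG for 80 min at room temperature; remaining NADPH was read by diaphorase/resazurin fluorescence.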
An asterisk follows results filed as active; ? = inconclusive; nt = no result given; & = joins results of further samples; [ ] = dose if it differs, or a comment. Unless noted, calls come from the whole dose curve; as a rule, active = well fitted curve in the direction sought with a large enough effect; inconclusive = small, poorly fitted or top-dose-only effect, or another doubt; inactive = no such curve, though single readings can be large; an effect the other way counts as inactive or inconclusive.

canonical_smiles	RGS4 inhibitor	Vif-APOBEC3G blk	TrxR1 inh	TrxR1 substrate	LDHA block	Glioma ERSR ind	USP1 inh	Vif-APOBEC3F blk	IDH1 R132H inh
COc1ccc(CCNC(=O)CSCC(=O)Nc2cc(S(C)(=O)=O)ccc2Cl)cc1	-2.2%	2.2%	?	0.6%	-13.3	-3.5%	-12.4%	5.0%	-7.0%
CCc1ccc(NC(=S)Nn2cnnc2)cc1	?	2.8%	-19.0%[57.1 µM]	5.9%	-14.2	5.3%	-9.9%	-20.1%	14.5%
Cn1nnc2cc(C(=O)NC3CC3)ccc21	0.1%	0.0%	2.7%	-2.8%	-3.2	-4.5%	-14.3%	0.0%	2.2%
O=C(Nc1ccccn1)c1cccnc1	14.6%	3.2%	15.9%[57.1 µM]	8.9%[57.1 µM]	-6.7	0.9%	0.7%	6.1%	0.6%
Cc1ccc(Cn2c(SCC(=O)N/N=C/c3ccc(C)o3)nc3ccccc32)cc1	-47.7%	0.4%	?	-3.6%	-1.2	-5.4%	-21.8%	-4.5%	7.4%
COc1ccc(S(=O)(=O)N2CCCCC2)cc1NC(=O)C1CC(=O)N(c2ccc3c(c2)OCCO3)C1 (stereo not drawn)	-16.1%	-0.5%	11.4%	-1.6%	-6.1	-3.9%	-17.8%	9.5%	2.6%
COc1ccc(NC(=O)CSC2=Nc3ccccc3N=C(c3ccc(F)cc3)C2)cc1OC	-10.5%	-13.8%	12.0%[57.1 µM]	0.3%[57.1 µM]	-3.2	1.4%	?	-8.2%	-1.1%
CC(=O)Nc1ccc(S(=O)(=O)Nc2nc3ccc([N+](=O)[O-])cc3s2)cc1	-24.2%	1.9%	6.6%[57.1 µM]	-1.3%[57.1 µM]	-10.4	-1.1%	-14.2%	5.2%	-5.8%
CCCCCOC(=O)c1ccc(NC(=O)c2cccc(NC(=O)c3ccccc3C(=O)O)c2)cc1	-20.7%	-4.4%	20.3%	6.7%[2.29 µM]	-1.7	2.9%	-17.6%	-23.3%	0.1%
O=C(CN(CC1CCCO1)C(=O)CCC(=O)Nc1nccs1)NCC1CCCO1 (stereo not drawn)	6.1%	1.0%	13.4%[57.1 µM]	-2.2%[57.1 µM]	-1.5	-2.9%	-14.3%	4.3%	8.2%
COc1ccc(NC(=O)CN2C(=O)CC(c3ccco3)Sc3ccccc32)cc1OC (stereo not drawn)	10.9%	0.6%	4.2%	-1.2%	-1.2	-4.1%	-24.2%	9.1%	7.2%
Cc1cccc(-c2noc(CNC(=O)c3ccoc3C)n2)c1	-11.4%	-18.2%	?	8.6%	-0.6	-0.7%	-26.7%	?	-0.5%
Cc1ccc(CN(C(=O)COc2cccc(C)c2C)C2CCS(=O)(=O)C2)o1 (stereo not drawn)	-35.4%	-0.2%	-15.8%	-2.7%	0.4	-2.8%	-17.4%	12.9%	9.9%
O=C(CSC1=NS(=O)(=O)c2cc(Cl)ccc2N1)Nc1ccccc1C(F)(F)F	-4.6%	-1.9%	12.8%	3.0%	-5.7	-2.6%	-17.3%	2.7%	-5.6%
CCOC(=O)Cc1csc(NC(=O)CSC2=NCCS2)n1	16.6%	-12.4%	-7.5%	-2.9%	-1.9	-0.9%	-3.8%	-2.2%	-10.9%
Cc1ccc2c(c1)C(O)(CC(=O)c1ccc3c(c1)OCO3)C(=O)N2 (stereo not drawn)	11.6%	-6.0%	-16.2%	-15.6%	-5.6	-2.6%	1.4%	-3.8%	22.1%
COc1ccc2oc(-c3ccccc3)c(C(=O)N3CCOCC3)c2c1	-18.0%	-2.7%	9.1%[57.1 µM]	32.8%[activator][57.1 µM]	-3.7	-0.1%	-23.1%	9.4%	2.1%
CC1=CS/C(=C(/C#N)C(=O)N2CCOCC2)N1c1ccccc1	17.3%	7.8%	13.7%	-9.2%	-2.8	2.7%	-2.5%	-6.0%	0.8%
COc1ccc(C)cc1S(=O)(=O)N1CCC(C(=O)N2CCOCC2)CC1	-16.0%	-7.8%	8.4%	-1.7%	0.5	-1.3%	1.0%	-1.8%	9.5%
Cc1ccc(OCCSc2ncnc3nc[nH]c23)cc1	7.2%	1.0%	3.4%	-0.8%	-2.5	-1.4%	-21.0%	7.2%	8.6%
COc1ccc(OC(=O)OCc2ccccc2)cc1	nt	0.6%	nt	nt	-1.6	-3.1%	-21.8%	0.2%	2.7%
COc1ccccc1-n1c(CNc2c(C)cccc2C)nnc1SCC(=O)N1CCOCC1	-16.6%	1.1%	-17.7%	-4.8%	-1.0	-1.2%	-6.6%	nt	4.1%
Cc1onc(-c2ccccc2Cl)c1C(=O)Nc1nnc(C(C)C)s1	17.6%	0.7%	8.8%[57.1 µM]	4.9%[57.1 µM]	-4.2	3.4%	-3.9%	-0.5%	-4.6%
CCCCOc1ccc(C(=O)OCC(=O)c2c(N)n(C)c(=O)n(C)c2=O)cc1	-4.9%	3.1%	14.7%	-2.6%	-4.4	-6.3%	-26.5%	-0.9%	-10.1%
Cc1ccc(C2=NN(CC(=O)NCCCN(CC(C)C)CC(C)C)C(=O)CC2)cc1	-0.2%	1.0%	8.6%[57.1 µM]	1.5%[57.1 µM]	-4.3	-0.6%	4.8%	-6.7%	-0.3%
C(=C/c1nccc2c1[nH]c1ccccc12)/c1ccc2c(c1)OCO2	?	?	-22.5%	38.5%[activator]	4.5&-3.5	0.9%&3.9%	-22.2%	?	8.4%
Cc1occc1-c1nnc(SCC(=O)NCc2cccs2)n1CC1CCCO1 (stereo not drawn)	-14.6%	2.7%	4.9%	1.0%	-1.9	-6.3%	-20.9%	5.9%	2.6%
C[C@@]12C(=O)Nc3cc(Cl)ccc3C(=O)N1[C@H]1c3ccccc3OC[C@@H]1[C@@H]2c1ccccc1	4.5%	-2.8%	13.8%	-0.3%	-6.3	2.2%	-11.5%	0.1%	1.5%
Cc1c(-c2ccccc2)nc(N)c(C#N)c1-c1cccs1	-18.5%	-6.9%	-0.5%	28.8%	-1.7	-3.6%	-7.4%	-0.2%	6.3%
COC(=O)C1CCN(S(=O)(=O)CCNC(=O)c2cccc(OC)c2)CC1	17.8%	-0.5%	5.7%	2.7%	-3.7	2.7%	2.7%	-1.1%	2.8%

Part of the list above, with values under each structure:
Below each SMILES: RGS4 inhibitor | Vif-APOBEC3G blk | TrxR1 inh | TrxR1 substrate | LDHA block | Glioma ERSR ind | USP1 inh | Vif-APOBEC3F blk | IDH1 R132H inh
- COc1ccccc1-n1c(CNc2c(C)cccc2C)nnc1SCC(=O)N1CCOCC1
 : -16.6% | 1.1% | -17.7% | -4.8% | -1.0 | -1.2% | -6.6% | nt | 4.1%
- C(=C/c1nccc2c1[nH]c1ccccc12)/c1ccc2c(c1)OCO2
 : ? | ? | -22.5% | 38.5%[activator] | 4.5&-3.5 | 0.9%&3.9% | -22.2% | ? | 8.4%

Following part.
canonical_smiles	RGS4 inhibitor	Vif-APOBEC3G blk	TrxR1 inh	TrxR1 substrate	LDHA block	Glioma ERSR ind	USP1 inh	Vif-APOBEC3F blk	IDH1 R132H inh
CCCCN(CCCC)C(=S)N/N=C/c1c(C)[nH]n(-c2ccccc2)c1=O	-32.6%	0.7%	?	-14.4%	0.2	-7.2%	-20.1%	-13.9%	4.9%
C/C(=N/N=C(/N)SCc1ccccc1)C(C)(C)C	-52.4%	-0.5%	3.3%[57.1 µM]	-6.3%[57.1 µM]	-5.3	1.9%	-15.7%	4.3%	3.5%
O=C(COC(=O)c1cccc(F)c1)NC(=O)NCc1ccccc1	-7.8%	2.6%	11.8%	-1.4%	-1.9	-5.7%	-14.9%	-17.4%	4.3%
NC(=O)C1CCCN(Cc2ccc(Cl)cc2)C1 (stereo not drawn)	-14.5%	-7.4%	9.4%	4.8%	-12.0	-7.8%	-6.0%	1.3%	1.3%
CCC(C)n1[nH]c(=O)c2c(C)cc(C)nc21 (stereo not drawn)	-21.5%	2.9%	-2.9%	-0.6%	1.6	0.4%	-11.2%	2.6%	7.3%
O=c1[nH]c(-c2ccc(Cl)cc2)nc(=S)[nH]1	-26.0%	-1.7%	-8.5%	-3.4%	-0.5	-2.5%	-15.8%	-3.7%	-1.3%
O=C(Nc1c[nH]c(=O)[nH]c1=O)c1ccccc1Br	3.4%	-1.0%	15.2%	1.4%	-0.7	-1.8%	-14.2%	-0.1%	6.3%
CC(C)(C)c1ccc(C(=O)NCC(=O)N2CCCCCC2)cc1	-8.0%	6.0%	6.9%	1.3%	-6.7	-2.0%	-17.2%	3.0%	8.6%
Cc1ccc(NC(=O)[C@H](C)NC(=O)C2CCN(C(=O)[C@H](CC(C)C)NC(=O)OC(C)(C)C)CC2)cc1	19.5%	0.1%	19.7%	1.1%	0.3	1.6%	-4.3%	5.1%	3.4%
CCOc1ccc(NC(=S)N(CCCN2CCCC2)Cc2cccn2Cc2ccc(Cl)cc2)cc1	11.6%	0.1%	13.6%	-0.4%	-4.5	-2.2%	-15.7%	10.7%	6.5%

These rows are one share of the data; count on the stated rates, not on these rows.
